Bioassay records: PubChem, University of Kansas High Throughput Screening Laboratory
mHTT-CaM PPI inh: mHTT-calmodulin interaction abrogation; P42858; 190,000 tested, 3.6% active; inhibition, % at 15 µM; AlphaScreen His-mHTT/GST-CaM binding, luminescence;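 also: 0% = both proteins with DMSO and 100% = one protein alone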
Pf apPOL block: Pf-apPOL DNA polymerase inhibition. Recombinant Pf-apPOL, molecular beacon fluorescence, 1.5 h. inhibition, % at 10 µM. 210,000 tested, 0.25% active
Active calls of the source: *; & = joins results of further samples. Rule as the data show it: active = inhibition above about 50%; inactive = the rest.

Cc1cc(Br)ccc1NC(=O)CCN1C(=O)c2ccccc2C1=O was read as mHTT-CaM PPI inh 2 and Pf apPOL block 4.
For O=C(Nc1nc2c(s1)CCCC2)C1CCN(S(=O)(=O)c2ccc(Cl)cc2)CC1 the results were mHTT-CaM PPI inh -5 and Pf apPOL block -3.
Cc1ccc2oc(-c3ccc(C)c(N)c3)nc2c1 was read as mHTT-CaM PPI inh 16 and Pf apPOL block -14.
`CC(C)n1c(=O)c(NCCc2ccc(Cl)cc2)nc2ccncc21` gave mHTT-CaM PPI inh 34 and Pf apPOL block -12.
For Cc1nn(-c2ccc(C(=O)NCCN(C)C)cc2)c2c1C(=O)CC(C)(C)C2 the results were mHTT-CaM PPI inh 5 and Pf apPOL block 4.
For COc1ccc(-c2cc(C(F)(F)F)nc(-n3cc([N+](=O)[O-])cn3)n2)cc1 the results were mHTT-CaM PPI inh -3 and Pf apPOL block 0.
For Cc1cc2n(n1)CCC(=O)N2CCCC(=O)N1CCN(C(=O)c2ccco2)CC1 the results were mHTT-CaM PPI inh 0 and Pf apPOL block -3.
Cc1ccc(S(=O)(=O)NCc2ccccn2)cc1[N+](=O)[O-] was read as mHTT-CaM PPI inh 4 and Pf apPOL block -1.
Screening Cc1cccc(N2CCN(C(=O)C3CCN(CC4CCCCC4)CC3)CC2)c1C returned mHTT-CaM PPI inh 2 and Pf apPOL block 2.
COc1ccc(NC(=O)CN2CCC3(CC2)N=C(c2ccc(C)cc2)C(=O)N3)cc1 was read as mHTT-CaM PPI inh 16 and Pf apPOL block 1.
`COc1ccc(Oc2ccc(NS(=O)(=O)c3cccc4cccnc34)cn2)cc1` gave Pf apPOL block -7.
`COc1ccccc1CNc1ccc(-c2nc(-c3cccc(F)c3)no2)cn1` gave mHTT-CaM PPI inh -11 and Pf apPOL block -3.
`COCCNC(=O)c1cc(S(=O)(=O)N2CCc3ccccc32)ccc1F` gave mHTT-CaM PPI inh 0 and Pf apPOL block -3.
Screening Cc1ccccc1NC(=O)c1ccc2c(c1[N+](=O)[O-])C(=O)c1ccccc1C2=O returned mHTT-CaM PPI inh 11 and Pf apPOL block -4.
N#CC1=CN(c2cc(F)cc(F)c2)c2ccccc2S1(=O)=O was read as mHTT-CaM PPI inh -8 and Pf apPOL block 4.
`O=C(Nc1nc(-c2cc3ccccc3oc2=O)cs1)c1cccc(C(F)(F)F)c1` gave mHTT-CaM PPI inh -3 and Pf apPOL block -2.
For CCCCOCC1CC(CC#CCN2CCCCC2)C(=O)O1 (stereo not drawn) the results were mHTT-CaM PPI inh -4 and Pf apPOL block -1.
`O=C(O)C1C2C=CC(C2)C1C(=O)Nc1nc(-c2ccc(Cl)cc2Cl)cs1` (stereo not drawn) gave mHTT-CaM PPI inh 10 and Pf apPOL block -2.
For NC(=NOC(=O)c1ccccc1Cl)c1ncc([N+](=O)[O-])s1 the results were Pf apPOL block -3.
`Cc1nc(CCNC(=O)C2CCCN2C(=O)c2ccc(F)cc2)cs1` (stereo not drawn) gave mHTT-CaM PPI inh -4 and Pf apPOL block 1.
For CCOC(=O)/C=C(/C)Nc1nonc1NC(C)=O the results were mHTT-CaM PPI inh -6.
For C=CCNS(=O)(=O)c1ccccc1[N+](=O)[O-] the results were mHTT-CaM PPI inh 1 and Pf apPOL block -3.
`COc1cc(C(=O)N2CCC(CC(=O)N3CCCCC3)CC2)cc(OC)c1OC` gave mHTT-CaM PPI inh 0 and Pf apPOL block 1.
N#Cc1ccc(C(=O)N2CCCC(c3nc(CCNC(=O)C4CC4)cs3)C2)cc1 (stereo not drawn) was read as mHTT-CaM PPI inh -6 and Pf apPOL block -5.
CCOc1cc2c(c([N+](=O)[O-])c1)NC(c1ccc([N+](=O)[O-])cc1)C1CC=CC21 (stereo not drawn) was read as mHTT-CaM PPI inh 50* and Pf apPOL block 1.
For O=C1CCC[C@H]2CC3(CC[C@]24CCCN14)OCCO3 the results were mHTT-CaM PPI inh -7 and Pf apPOL block -1.
For Cc1sc(NC(=O)c2ccccc2S(C)(=O)=O)c(-c2nc3ccccc3s2)c1C the results were mHTT-CaM PPI inh -8 and Pf apPOL block -6.
O=S(=O)(O)c1cc(-c2nnc(-c3ccccn3)nc2-c2ccc(S(=O)(=O)O)o2)co1 was read as mHTT-CaM PPI inh 100*.
`O=C1C2C3C=CC(C3)C2C(=O)N1CCc1ccccc1` (stereo not drawn) gave mHTT-CaM PPI inh -10 and Pf apPOL block -5.
For C=CCNC(=O)c1ncn(-c2ccc(C)cc2)n1 the results were mHTT-CaM PPI inh 2 and Pf apPOL block -3.
Screening CCCc1cc(C2CCCN2C(=O)Nc2ccc(C)c(Cl)c2)no1 (stereo not drawn) returned mHTT-CaM PPI inh -9 and Pf apPOL block -2.
Screening Cc1noc(-c2ccncc2)c1C(=O)NCc1ccccc1 returned mHTT-CaM PPI inh 2 and Pf apPOL block 0.
Screening COc1cc(C=O)ccc1OCc1ccccc1F returned mHTT-CaM PPI inh -12 and Pf apPOL block 1.
O=C(Cn1c(=O)[nH]c2ccsc2c1=O)NC1CCCc2ccccc21 (stereo not drawn) was read as mHTT-CaM PPI inh -1 and Pf apPOL block -2.
Screening CN1C(=O)c2ccc(NC(=O)C34CC5CC(CC(C5)C3)C4)cc2C1=O returned mHTT-CaM PPI inh 10 and Pf apPOL block -8.
Screening CCCNC(=O)c1ccnc(N2CCNC(c3ccccc3)C2)c1 (stereo not drawn) returned mHTT-CaM PPI inh -5 and Pf apPOL block 4.

Retrieved by compound from the entries so far (three):
For O=C1CCC[C@H]2CC3(CC[C@]24CCCN14)OCCO3 the results were mHTT-CaM PPI inh -7 and Pf apPOL block -1.
Screening CN1C(=O)c2ccc(NC(=O)C34CC5CC(CC(C5)C3)C4)cc2C1=O returned mHTT-CaM PPI inh 10 and Pf apPOL block -8.
O=C(Cn1c(=O)[nH]c2ccsc2c1=O)NC1CCCc2ccccc21 (stereo not drawn) was read as mHTT-CaM PPI inh -1 and Pf apPOL block -2.

(continued)
For O=C(CN1CCCC1)N1c2ccccc2Sc2ccc(C(F)(F)F)cc21 the results were mHTT-CaM PPI inh 8 and Pf apPOL block 4.
Cc1cc(C)c2cc(C(=O)NCCSCc3ccco3)[nH]c2c1 was read as Pf apPOL block -1.
COc1cc(Cl)c(C)cc1NC(=O)c1cccnc1 was read as mHTT-CaM PPI inh -5 and Pf apPOL block 97*.
CCCCNc1nc(-c2ccc([N+](=O)[O-])cc2)nc2ccccc12 was read as mHTT-CaM PPI inh 8 and Pf apPOL block -1.
For CCN(CC)CC(=O)NC(C)c1ccccc1 (stereo not drawn) the results were mHTT-CaM PPI inh -7 and Pf apPOL block 7.
For C=CCN(C(C(=O)OC)C(C)C)S(=O)(=O)C=C (stereo not drawn) the results were mHTT-CaM PPI inh 4 and Pf apPOL block -3.
For O=C(Nc1ccc2c(c1)CCC2)C1CCC(Cn2c(=O)[nH]c3ccsc3c2=O)CC1 (stereo not drawn) the results were mHTT-CaM PPI inh 8 and Pf apPOL block -6.
For Cn1nc([N+](=O)[O-])nc1Oc1ccc(Cl)cc1Cl the results were mHTT-CaM PPI inh 3 and Pf apPOL block -10.
Cc1ccc(NC(=O)c2ccc(Cl)cc2Cl)c(C)c1 was read as mHTT-CaM PPI inh -5 and Pf apPOL block -11.
Screening Cn1c(=O)cc(N2CCCCC2)c2c(=O)n(-c3ccccc3)c(=O)n(-c3ccccc3)c21 returned Pf apPOL block 5.
Screening Cc1c(C(=O)NCCN(C)C)sc2ncn(Cc3ccccc3F)c(=O)c12 returned mHTT-CaM PPI inh 0 and Pf apPOL block -17.
N#Cc1cn(-c2ccc(Cl)cc2)nc1C(=O)c1cccs1 was read as Pf apPOL block -20.
Screening O=C(Cc1ccccc1)Nc1ccc(Cl)c(-c2nc3ncccc3o2)c1 returned mHTT-CaM PPI inh 21&37 and Pf apPOL block -2&-8.
For O=C(Nc1ccc(Oc2ccc(Br)cc2)cc1)c1ccc([N+](=O)[O-])cc1 the results were mHTT-CaM PPI inh 0 and Pf apPOL block -9.
For Cc1ccccc1Cn1c([N+](=O)[O-])cnc1C the results were mHTT-CaM PPI inh -1 and Pf apPOL block -4.
For O=[N+]([O-])c1c(N2CCCCCC2)ncnc1N1CCCCCC1 the results were mHTT-CaM PPI inh 5 and Pf apPOL block 2.
For COc1ccccc1C1=NC(=O)CS1 the results were mHTT-CaM PPI inh 0 and Pf apPOL block -14.
`COc1ccc2c(=O)c(-c3ccccc3C)c(C(F)(F)F)oc2c1C` gave mHTT-CaM PPI inh -9 and Pf apPOL block -7.
`COc1cc(NC(=O)Cn2nc([N+](=O)[O-])c(Cl)c2C)c(OC)cc1Cl` gave mHTT-CaM PPI inh -2 and Pf apPOL block -2.
Screening OC(CNCCc1ccccc1)CN1c2ccccc2Sc2ccccc21 (stereo not drawn) returned mHTT-CaM PPI inh 100* and Pf apPOL block -1.
`Cc1ccc(S(=O)(=O)N2CCc3c(c(-c4nc(-c5ccccc5)no4)nn3C)C2)c(C)c1` gave mHTT-CaM PPI inh -4 and Pf apPOL block -5.
For COc1ccc2c(c1)c1c3n2CCNC3CCC1 (stereo not drawn) the results were mHTT-CaM PPI inh 10 and Pf apPOL block 13.
COC(=O)N1c2ccccc2C=Cc2ccccc21 was read as mHTT-CaM PPI inh 1 and Pf apPOL block -7.
`Cc1cc(N2CCCCC2)n2nc(CN3CCCC(C)C3)nc2n1` (stereo not drawn) gave mHTT-CaM PPI inh 24 and Pf apPOL block -2.
Screening Cn1cnnc1SCC(=O)Nc1nc2ccc([N+](=O)[O-])cc2s1 returned mHTT-CaM PPI inh -1 and Pf apPOL block -5.
Screening Cc1nc2c(c(=O)n1CC(=O)Nc1ccccc1F)CCN(Cc1ccccc1)C2 returned mHTT-CaM PPI inh -6 and Pf apPOL block 1.
Screening CC(C(=O)NCc1ccc(F)cc1)C1CCN(S(=O)(=O)c2cccs2)CC1 (stereo not drawn) returned mHTT-CaM PPI inh -16 and Pf apPOL block -3.
For Cc1cc(C)n(-c2cc(N3CCN(C(=O)c4ccco4)CC3)ccc2[N+](=O)[O-])n1 the results were mHTT-CaM PPI inh 16 and Pf apPOL block -9.
CNC(=O)N1CCCC(c2cccc(C(=O)NCc3ccc(C)cc3)c2)C1 (stereo not drawn) was read as mHTT-CaM PPI inh 0 and Pf apPOL block -5.
Screening COc1ccc(N2C(=O)S/C(=C\c3ccc(O)cc3)C2=O)cc1 returned mHTT-CaM PPI inh 23 and Pf apPOL block -7.
CCCC(=O)N1c2ccccc2-c2nnc(SC)nc2OC1c1ccc(C)o1 (stereo not drawn) was read as mHTT-CaM PPI inh 1 and Pf apPOL block -70.
Screening Cc1ccc(C(=O)NC(NC(=O)c2ccccc2)C(Cl)Cl)cc1 (stereo not drawn) returned mHTT-CaM PPI inh -2 and Pf apPOL block 1.
Screening CCOc1ccc2c(c1)OC(=Cc1ccc3c(c1)OCO3)C2=O returned mHTT-CaM PPI inh -6 and Pf apPOL block 3.
For O=C(CCn1nnc(-c2cccc(Cl)c2Cl)n1)NN=Cc1ccccc1Cl the results were Pf apPOL block -6.
`Cc1cccc(NC(=O)c2cc(C(C)(C)C)n3nccc3n2)c1` gave mHTT-CaM PPI inh -170 and Pf apPOL block 1.
`CCOc1ccc(S(=O)(=O)Nc2cccc(CC)c2)c2cccnc12` gave mHTT-CaM PPI inh 23 and Pf apPOL block -7.

Sorted by SMILES length (largest number first): part of the list above.
For Cc1cc(C)n(-c2cc(N3CCN(C(=O)c4ccco4)CC3)ccc2[N+](=O)[O-])n1 the results were mHTT-CaM PPI inh 16 and Pf apPOL block -9.
Screening Cc1nc2c(c(=O)n1CC(=O)Nc1ccccc1F)CCN(Cc1ccccc1)C2 returned mHTT-CaM PPI inh -6 and Pf apPOL block 1.
CNC(=O)N1CCCC(c2cccc(C(=O)NCc3ccc(C)cc3)c2)C1 (stereo not drawn) was read as mHTT-CaM PPI inh 0 and Pf apPOL block -5.
CCCC(=O)N1c2ccccc2-c2nnc(SC)nc2OC1c1ccc(C)o1 (stereo not drawn) was read as mHTT-CaM PPI inh 1 and Pf apPOL block -70.
Screening Cn1cnnc1SCC(=O)Nc1nc2ccc([N+](=O)[O-])cc2s1 returned mHTT-CaM PPI inh -1 and Pf apPOL block -5.
Screening Cc1ccc(C(=O)NC(NC(=O)c2ccccc2)C(Cl)Cl)cc1 (stereo not drawn) returned mHTT-CaM PPI inh -2 and Pf apPOL block 1.
`Cc1cccc(NC(=O)c2cc(C(C)(C)C)n3nccc3n2)c1` gave mHTT-CaM PPI inh -170 and Pf apPOL block 1.

Continuation.
For Cc1[nH]n(-c2ccccc2)c(=O)c1C1=c2cc(Br)cc(C)c2=NC1=O the results were mHTT-CaM PPI inh 20 and Pf apPOL block -4.
CN(C)c1ccc(/C=C/C(=O)c2cccs2)cc1 was read as mHTT-CaM PPI inh -64 and Pf apPOL block -4.
`NS(=O)(=O)c1ccc(NC(=O)Cn2cnc(-c3ccccc3)cc2=O)cc1` gave mHTT-CaM PPI inh -6 and Pf apPOL block 0.
`O=c1oc2ccccc2cc1-c1ccc([N+](=O)[O-])cc1` gave Pf apPOL block 1.
O=C(Nc1ccccc1)N1CCc2[nH]cnc2C1c1ccccn1 (stereo not drawn) was read as mHTT-CaM PPI inh 51* and Pf apPOL block -3.
